Source: PubChem
Glioma ERSR ind – induces the endoplasmic reticulum stress response in human glioma cells. Potency, µM, for the others: at the top dose activation, usual class: activators. U87-MG GRP78 promoter luciferase reporter, 16 h. 420,000 tested, 0.02% active; further: potency means the concentration at half of the fitted maximal effect; series mostly up to about 76 µM; % of control where 0% means no effect; nearly all actives have a fitted effect of over 35% in size
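Stably transfected U87-MG glioma cells carrying a GRP78-based luciferase sensor; 16 h compound incubation. Luminescence end-point read 10 min after Bright-Glo addition at room temperature.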
LDHA block – inhibitors of human lactate dehydrogenase A; P00338; purified LDHA, NADH/diaphorase-resazurin fluorescence; active compounds read low; activity change, % (values are at about 110 or 230 µM); 480,000 tested, 0.15% active; AID 1347041; in the data active means activity change below about -30%; inconclusive means mostly about -25% to -30%;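 further: plate controls were DMSO wells for no effect and wells without enzyme for full effect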
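Human LDH5 at 2 nM final in Tris HCl pH 7.4 with 0.06 mM NADH and 0.2 mM pyruvate, reacted 5 minutes at room temperature. Remaining NADH coupled via diaphorase/resazurin; resorufin fluorescence read at 0 and 20 minutes, normalized to enzyme-free and DMSO wells.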
Vif-APOBEC3G blk – inhibitors of Vif-APOBEC3G interaction. 410,000 tested, 0.076% active. Potency, µM (series often up to 46.1 µM), inactives show at the highest dose activity, negative = active, hits mostly inhibitors. Q9HC16. HeLa A3G-eYFP + Vif (tagged APOBEC3G with the HIV-1 protein that degrades it), YFP fluorescence, overnight;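 further: potency means the concentration at half of the fitted maximal effect; on the % scale 0 is the no-effect control and ±100 the full control effect; nearly all actives have a fitted effect of over 60% in size; hits raise eYFP signal because A3G escapes Vif-driven loss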
Target sequence (Q9HC16 whole entry, looked up): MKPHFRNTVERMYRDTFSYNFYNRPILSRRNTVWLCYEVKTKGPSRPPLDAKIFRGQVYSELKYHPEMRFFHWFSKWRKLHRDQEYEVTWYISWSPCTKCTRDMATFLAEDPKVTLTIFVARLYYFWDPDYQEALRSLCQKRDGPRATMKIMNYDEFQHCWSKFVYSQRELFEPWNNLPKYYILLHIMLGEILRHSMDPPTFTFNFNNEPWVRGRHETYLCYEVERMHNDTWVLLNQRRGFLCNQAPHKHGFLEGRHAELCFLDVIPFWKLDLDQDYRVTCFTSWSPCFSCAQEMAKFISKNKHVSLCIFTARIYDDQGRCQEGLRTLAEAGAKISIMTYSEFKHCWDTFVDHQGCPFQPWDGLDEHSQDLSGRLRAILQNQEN
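HeLa cells stably expressing Vif and C-terminally eYFP-tagged A3G, seeded overnight at 37 deg C, then exposed to compound by pintool overnight at 37 deg C. Rise in yellow fluorescence (Ex 488/Em 500-530, Acumen) marks blocked Vif-driven A3G degradation.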
USP1 inh – blocks the human USP1/UAF1 deubiquitinase complex; O94782; recombinant USP1/UAF1, Ub-Rhodamine cleavage fluorescence; Potency, µM (top dose mostly 57.1 µM), for inactives: at the highest dose activity change, negative = inhibition, actives largely listed as inhibitors; 390,000 tested, 0.23% active; further: potency means the concentration at half of the fitted maximal effect; on the % scale 0 is the no-effect control and ±100 the full control effect; nearly all actives have a fitted effect of over 60% in size; inactives centre near -12
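1 nM enzyme complex + cpd, 15 min RT; start with Ub-Rho 150nM final; kinetic fluorescence ex 480/em 540, 6 reads q60 s. Buffer 50mM HEPES pH 7.8, 0.5mM EDTA, 0.1 mg/ml BSA, 1mM TCEP, 0.01% Tween-20.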
TrxR1 inh – blocks rat thioredoxin reductase 1. O89049. recombinant rTrxR1, NADPH fluorescence consumption, selenite substrate. Potency, µM (series often up to 114 µM), without a hit: top-dose activity change, negative = inhibition, most hits filed as inhibitors. 390,000 tested, 1% active; further: potency means the concentration at half of the fitted maximal effect; on the % scale 0 is the no-effect control and ±100 the full control effect; nearly all actives have a fitted effect of over 65% in size
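Rat TrxR1 (90 nM in the dispensed reagent) was pre-reduced with 400 uM NADPH for 5 min at room temperature, then incubated with compound for 15 min. After 400 uM selenite was added, NADPH fluorescence (Ex 340/Em 450 nm) was followed for 8 min.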
RGS4 inh – inhibitors of human regulator of G protein signaling 4. P49798. 390,000 tested, 0.039% active. Transcreener GDP fluorescence polarization, RGS4-accelerated GTP hydrolysis. Potency, µM (doses to about 114 µM), for the others: top-dose activity change, negative = inhibition, hits mostly inhibitors; further: potency means the concentration at half of the fitted maximal effect; on the % scale 0 is the no-effect control and ±100 the full control effect; nearly all actives have a fitted effect of over 75% in size; some results filed as inactive show a strong effect at the top dose
Target sequence (P49798 whole entry, looked up): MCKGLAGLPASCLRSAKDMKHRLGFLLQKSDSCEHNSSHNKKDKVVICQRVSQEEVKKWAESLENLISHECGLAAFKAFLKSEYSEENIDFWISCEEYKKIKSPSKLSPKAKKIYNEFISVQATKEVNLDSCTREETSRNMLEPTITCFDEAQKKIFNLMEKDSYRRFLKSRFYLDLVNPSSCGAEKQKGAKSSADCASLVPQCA
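MLSMR compounds (23 nl, pin-transferred) preincubated 10 min at room temperature with a 500nM (2x) first reagent, then RGS4 at 900nM (2x) plus Transcreener GDP mix added; fluorescence polarization (620/688 nm) read before and after 90 min at 30 °C.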
mIDH1 inhibitor – human IDH1 R132H inhibition | IDH1-R132H enzyme, NADPH consumption, diaphorase/resazurin fluorescence | Potency, µM (doses to about 76.6 µM), without a hit: top-dose activity change, negative = inhibition, usual class: inhibitors | 390,000 tested, 0.093% active; further: potency means the concentration at half of the fitted maximal effect; on the % scale 0 is the no-effect control and ±100 the full control effect; nearly all actives have a fitted effect of over 65% in size
Target sequence (O75874 whole entry R132H, stated change not applied): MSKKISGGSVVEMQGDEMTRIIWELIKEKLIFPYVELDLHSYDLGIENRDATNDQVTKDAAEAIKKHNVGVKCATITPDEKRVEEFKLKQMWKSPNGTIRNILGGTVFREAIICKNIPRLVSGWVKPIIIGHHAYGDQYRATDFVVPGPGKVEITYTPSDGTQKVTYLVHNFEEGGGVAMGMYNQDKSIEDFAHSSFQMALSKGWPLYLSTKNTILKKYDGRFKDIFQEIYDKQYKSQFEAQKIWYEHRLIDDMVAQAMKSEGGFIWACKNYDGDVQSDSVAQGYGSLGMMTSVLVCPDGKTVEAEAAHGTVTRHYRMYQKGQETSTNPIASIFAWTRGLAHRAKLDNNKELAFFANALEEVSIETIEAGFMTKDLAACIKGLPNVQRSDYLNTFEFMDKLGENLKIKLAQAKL
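IDH1-R132H (0.5 ug/mL) preincubated 30 min with compound, then NADPH (0.016 mM) and alpha-KG (2 mM) added; 80 min at RT, pH 7.5. Remaining NADPH coupled via diaphorase/resazurin to fluorescence (540/590 nm); concentration-response curves normalized to no-enzyme control.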
Vif-A3F inh – blocks the Vif interaction with APOBEC3F | HeLa A3F-eYFP + Vif (tagged APOBEC3F with the HIV-1 protein that degrades it), YFP fluorescence increase | Potency, µM (top dose mostly 46.1 µM), without a hit: at the top dose activity, negative = active | 390,000 tested, 0.2% active; further: potency means the concentration at half of the fitted maximal effect; % of control where 0% means no effect; nearly all actives have a fitted effect of over 65% in size
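Fluorescence increase (Ex 488/Em 500-530) after overnight compound treatment at 37 deg C flags inhibition of Vif-driven A3F-eYFP loss in stable HeLa A3F-eYFP/Vif cells seeded overnight beforehand.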
TrxR1 substrate – substrates of rat thioredoxin reductase 1 | Potency, µM (highest dose often 114 µM), without a hit: at the highest dose activity change, negative = substrate turnover | purified TrxR1 substrate turnover, NADPH consumption readout | 390,000 tested, 0.01% active | AID 588456; further: potency means the concentration at half of the fitted maximal effect; on the % scale 0 is the no-effect control and ±100 the full control effect; nearly all actives have a fitted effect of over 50% in size
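Rat TrxR1, dispensed at 90 nM, was prereduced with 400 uM NADPH (final) for 5 min at ~22 deg C, then incubated with compound 15 min before 400 uM selenite. A first-read NADPH fluorescence drop versus no-compound background flagged substrates.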
An asterisk follows results filed as active; ? = inconclusive; / = no result given; & = joins results of further samples; [ ] = remark or other dose. Unless noted, the call rests on the fitted dose curve; in most records, active means well fitted curve in the direction sought with a large enough effect; inconclusive means small, poorly fitted or top-dose-only effect, or another doubt; inactive means no such curve, though single readings can be large; an effect the other way counts as inactive or inconclusive. Only part of the results is shown (hit frequency here may not be typical).

Below each SMILES – Glioma ERSR ind, LDHA block, Vif-APOBEC3G blk, USP1 inh, TrxR1 inh, RGS4 inh, mIDH1 inhibitor, Vif-A3F inh, TrxR1 substrate
- CCOC(=O)c1ccc(NC(=O)CNC(=O)c2ccccc2)cc1
  -2%, -9, 4%, -4%, -7%[57.1 µM], 25%, -1%, -6%, -2%[57.1 µM]
- COc1ccc(-c2csc(NC(=O)c3ccc(S(=O)(=O)N4CCc5ccccc5C4)cc3)n2)c(OC)c1
  0%, -6, -1%, 1%, 16%, 1%, 0%, 2%, -7%
- COc1cccc(CNC[C@H]2O[C@@H](n3ccc(N)nc3=O)[C@H](O)[C@@H]2O)c1OCc1ccc(F)cc1Cl
  -5%, -1, -4%, 5%, /, /, -7%, -4%, /
- Fc1ccc(Oc2cnc3ccccc3n2)cc1
  2%, 0, 0%, -16%, 18%, -4%, 2%, ?, 3%
- Cc1cc(C(=O)OCC(=O)N2CCC(C)CC2)c2ccccc2n1
  3%, -1&0, 0%, -8%, 14%, -7%, 0%, 0%, 0%
- CCC(CC)n1c(C)cc(=O)n1C(CC)CC
  3%, -4, 1%, -18%, 12%[11.4 µM], 8%, 5%, -6%, 10%[57.1 µM]
- CC(C(=O)N1CCCc2ccccc21)N1C(=O)c2ccccc2C1=O (stereo unspecified)
  -9%, -4, 2%, -22%, 14%[57.1 µM], -17%[11.4 µM], -5%, -12%, 0%[57.1 µM]
- COc1ccc(OC)c(CNS(=O)(=O)c2cc(-c3cc(C)no3)ccc2OC)c1
  -4%, -2, 0%, -23%, 24%, 1%, 4%, 9%, 1%
- COc1ccc2cc(C(=O)NCC3CCCO3)[nH]c2c1 (stereo unspecified)
  3%, 7&10, -2%, -10%, 0%, 1%, -7%, 2%, 11%
- O=C(N1CCN(Cc2ccccc2)CC1)C(Cl)(Cl)Cl
  0%, -3, 1%, -10%, 12%, 7%, 2%, 8%, 8%
- Cc1ccn(CC(=O)N2CCCC(N3CCN(Cc4ccc5c(c4)OCO5)CC3)C2)n1 (stereo unspecified)
  -2%, 0, 1%, -11%, 2%, 4%, -1%, -1%, 1%
- CCCCn1c(CNC(=O)C23CC4CC(CC(C4)C2)C3)nnc1SC(C)CC (stereo unspecified)
  0%, -2, 0%, -3%, 15%[57.1 µM], 0%, 7%, 0%, 10%[57.1 µM]
- CC1(c2ccc(OC(F)F)cc2)NC(=O)N(/N=C/c2c(O)ccc3ccccc23)C1=O (stereo unspecified)
  3%, 30, -20%, -19%, 8%, -23%, 13%, -12%, -3%
- CSc1ccccc1C(=O)NCCCOC(C)C
  -1%, -3, 1%, -16%, -4%, -22%, 4%, 0%, -1%
- CC(C)(C)SCCNC(=O)c1cccc([N+](=O)[O-])c1
  2%, -7, -1%, -7%, 7%, 4%, 2%, -7%, 1%
- O=C(CSCc1ccc([N+](=O)[O-])cc1)NC1CC1
  -2%, 2, 1%, -5%, -12%, -24%, 2%, -2%, -5%
- CCCc1cc(C(=O)Nc2c(C)nn(Cc3c(Cl)cccc3Cl)c2C)no1
  11%, -11, -20%, -16%, 20%, 7%, -15%, -11%, 5%
- CCCOc1ccc(OC(=O)Cc2ccc(OC)c(S(=O)(=O)N3CCOCC3)c2)cc1
  -3%, -4, -3%, -1%, 22%, 26%, 9%, -13%, -3%
- COc1ccc(CNc2nc(NCc3ccc(OC)cc3)n(C(=O)c3ccncc3)n2)cc1
  -5%, -2, -2%, -5%, 20%, 13%, -6%, -6%, 0%
- Cc1c(N)c(=O)n(-c2ccccc2)n1C
  -2%&-4%&1%, -2, -1%, 16%, -19%, -11%, -3%, 13%, -6%

Brought forward from above: four compounds; new compounds follow.
Below each SMILES – Glioma ERSR ind, LDHA block, Vif-APOBEC3G blk, USP1 inh, TrxR1 inh, RGS4 inh, mIDH1 inhibitor, Vif-A3F inh, TrxR1 substrate
- CCCc1cc(C(=O)Nc2c(C)nn(Cc3c(Cl)cccc3Cl)c2C)no1
  11%, -11, -20%, -16%, 20%, 7%, -15%, -11%, 5%
- CCCOc1ccc(OC(=O)Cc2ccc(OC)c(S(=O)(=O)N3CCOCC3)c2)cc1
  -3%, -4, -3%, -1%, 22%, 26%, 9%, -13%, -3%
- COc1ccc(CNc2nc(NCc3ccc(OC)cc3)n(C(=O)c3ccncc3)n2)cc1
  -5%, -2, -2%, -5%, 20%, 13%, -6%, -6%, 0%
- Cc1c(N)c(=O)n(-c2ccccc2)n1C
  -2%&-4%&1%, -2, -1%, 16%, -19%, -11%, -3%, 13%, -6%
- O=C(C1CCC1)N1CCc2cc(S(=O)(=O)NCC3COc4ccccc4O3)ccc21 (stereo unspecified)
  -3%, -3, -3%, -20%, 22%, -37%, 6%, /, 4%
- COC(=O)C(=C/C(C)=C/c1cccnc1)C(=O)OC
  -13%, -7, -21%, -26%, 56µM*, -40%, -8%, -3%, -7%
- CC(=O)NN1C(=O)/C(=C2/Sc3ccccc3N2C)SC1=S
  -4%, -6, 1%, -18%, -1%[2.29 µM], 6%, 0%, -3%, 1%[57.1 µM]
- Cc1ccc(Cl)cc1NC(=O)c1ocnc1C
  -4%, 1, 1%, -6%, 14%, -12%, -1%, -1%, 10%
- CCOc1ccc2nc(SCc3ccc(OC)cc3)sc2c1
  2%, 2, 2%, -2%, -18%, 10%, -1%, -4%, -12%
- O=C(NCC1CCCO1)c1ccc2c(c1)N(Cc1ccccc1)CCS2 (stereo unspecified)
  2%, 2, -7%, -16%, 30%, 0%, 1%, 3%, 185%[activator]
- COc1ccccc1NC(=O)c1c(NCc2ccc(C)o2)sc2c1CCCCC2
  ?, 3, -11%, -15%, 14µM*, ?, -5%, ?, 2%[57.1 µM]
- Cc1ccc(OCC(=O)NNC(=O)C2CCN(c3ncccn3)CC2)cc1
  -4%, -1, 0%, -17%, 12%, -3%, -2%, 9%, 9%
- COc1ccccc1Nc1nc2c(s1)CCC2
  7%, -2, -3%, -2%, -3%[57.1 µM], -30%, 2%, 3%, 6%[57.1 µM]
- NC(=O)c1c(NC(=O)c2ccccc2)sc2c1CCN(Cc1ccccc1)C2
  -5%, 1, ?, 8.9µM*, -8%[57.1 µM], -16%, -7%, ?, 6%[57.1 µM]
- O=C(O)CCCC(=O)Nc1nncs1
  -1%, -6, -1%, 1%, 36%[0.0914 µM], 11%, -3%, -6%, 4%[57.1 µM]
- C=CCOc1cccc(CNCc2cccnc2)c1
  -2%, -1, 0%, 2%, -15%, 12%, 0%, 0%, -4%
- Cc1ccc(S(=O)(=O)N2CCOCC2)cc1C(=O)c1nccn1C
  -7%, -1, 0%, -18%, 16%[57.1 µM], -23%, 5%, 7%, -7%
- CCCCNC(=S)Nc1ccc(Cl)cc1
  -1%, -4, 1%, -9%, -25%, -1%, 0%, -1%, -11%
- COc1ccc(-c2cc(C(F)F)n3ncc(C(=O)NCCCN4CCCC4=O)c3n2)cc1
  0%, -13, 3%, -17%, -10%, -8%, -6%, 0%, 98%[activator]
- CC(=O)Nc1ccc(NC(=O)CCN2C(=O)c3ccccc3C2=O)cc1
  -3%, 0, -8%, -21%, 16%, -8%, 9%, 6%, 2%
- CCN[C@H]1C[C@H](C)S(=O)(=O)c2sc(S(N)(=O)=O)cc21
  -1%, 0, 3%, -15%, 10%, 7%, 0%, 0%, 12%

Quoted at random: two compounds from above.
Below each SMILES – Glioma ERSR ind, LDHA block, Vif-APOBEC3G blk, USP1 inh, TrxR1 inh, RGS4 inh, mIDH1 inhibitor, Vif-A3F inh, TrxR1 substrate
- CCCCn1c(CNC(=O)C23CC4CC(CC(C4)C2)C3)nnc1SC(C)CC (stereo unspecified)
  0%, -2, 0%, -3%, 15%[57.1 µM], 0%, 7%, 0%, 10%[57.1 µM]
- CCCOc1ccc(OC(=O)Cc2ccc(OC)c(S(=O)(=O)N3CCOCC3)c2)cc1
  -3%, -4, -3%, -1%, 22%, 26%, 9%, -13%, -3%
